Source: PubChem BioAssay (several laboratories)
MBD2 inh = inhibitors of human MBD2 binding to methylated oligonucleotide; TR-FRET; inhibition, % at 4.4 µM; 0.31% of 370,000 active; AID 686964; in the data active = inhibition above about 13%
mABHD4 FP = inhibits mouse alpha/beta hydrolase domain 4; inhibition, % at 8.92 µM; Q8VD66; 0.54% of 370,000 active; purified mABHD4, FP-Rh probe fluorescence polarization;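 active = inhibition exceeding the mean over every tested compound plus 3 SD, cut at about 30% in these data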;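 also: 0% = plate median of compound wells and 100% = S159A mutant with DMSO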
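system = mouse ABHD4 enzyme, wild type | medium = HEPES pH 7.0, NaCl, Pluronic buffer | also added = FP-Rh probe | incubation = Enzyme–compound pre-incubation 45 min, then probe 60 min, both 25 °C | technique = fluorescence polarization, excitation 525 nm, emission 598 nm, BODIPY TMR filters | controls = S159A mutant high control, sample median low control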
HTRA1 inhibitor = inhibitors of human serine peptidase HTRA1. recombinant HTRA1, FP-rhodamine activity-based probe, fluorescence polarization. inhibition, % at 5.96 µM. 0.5% of 340,000 active; in the data active = inhibition above about 36%;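 also: 0% = enzyme with DMSO and 100% = wells lacking enzyme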
rCAG RNA binder = r(CAG) repeat RNA binding. TO-PRO-1 dye displacement fluorescence. inhibition, % at 3 µM. 1.3% of 370,000 active;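 active = inhibition above the plate cutoff, the mean of all test compounds on that plate plus 3 SD, cut at about 35% in these data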;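 also: 0% = DMSO alone and 100% = 100 µM mitoxantrone as full dye displacement; higher means more dye released from RNA so lower well fluorescence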
GC-B act = GC-B (human) receptor activation; 0.11% of 370,000 active; AID 1920062; activation, % at 10 µM; HEK293-GC-B cells, CNP EC30, cGMP TR-FRET; 0% at EC30 CNP, 100% saturating CNP; P20594;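 active = activation at 10 µM reaching about 35% in either raw or pattern-adjusted values, limit read from the data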
Target sequence (P20594 whole entry, looked up): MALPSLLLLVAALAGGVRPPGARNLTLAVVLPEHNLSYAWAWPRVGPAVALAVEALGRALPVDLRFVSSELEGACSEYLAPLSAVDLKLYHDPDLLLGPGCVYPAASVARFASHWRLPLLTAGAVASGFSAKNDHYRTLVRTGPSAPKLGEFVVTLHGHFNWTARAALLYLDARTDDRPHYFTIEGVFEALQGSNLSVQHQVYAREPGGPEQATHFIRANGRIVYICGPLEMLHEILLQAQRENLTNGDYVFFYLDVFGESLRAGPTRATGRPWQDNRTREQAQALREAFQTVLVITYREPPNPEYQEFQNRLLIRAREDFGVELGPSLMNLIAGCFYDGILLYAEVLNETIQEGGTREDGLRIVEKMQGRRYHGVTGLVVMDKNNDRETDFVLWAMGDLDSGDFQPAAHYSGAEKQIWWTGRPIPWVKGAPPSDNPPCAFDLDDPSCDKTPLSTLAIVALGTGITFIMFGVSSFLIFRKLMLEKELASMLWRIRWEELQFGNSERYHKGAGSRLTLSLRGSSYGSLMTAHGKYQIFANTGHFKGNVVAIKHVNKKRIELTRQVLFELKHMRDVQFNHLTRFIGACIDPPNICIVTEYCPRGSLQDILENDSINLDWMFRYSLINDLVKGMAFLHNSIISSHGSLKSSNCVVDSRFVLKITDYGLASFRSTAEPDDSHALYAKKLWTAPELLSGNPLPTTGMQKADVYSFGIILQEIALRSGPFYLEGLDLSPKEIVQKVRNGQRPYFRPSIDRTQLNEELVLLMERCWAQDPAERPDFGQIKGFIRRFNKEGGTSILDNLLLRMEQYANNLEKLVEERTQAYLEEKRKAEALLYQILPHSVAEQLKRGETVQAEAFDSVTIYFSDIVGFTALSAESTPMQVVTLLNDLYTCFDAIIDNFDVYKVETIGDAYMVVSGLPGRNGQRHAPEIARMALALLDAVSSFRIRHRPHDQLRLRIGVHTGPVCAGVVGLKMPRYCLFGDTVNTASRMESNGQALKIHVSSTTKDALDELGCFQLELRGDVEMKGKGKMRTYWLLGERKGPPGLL
NPR1 activator = GC-A (human) enzyme activation. HEK293 GC-A cells, cGMP TR-FRET, EC30 ANP; 0% at EC30 ANP, 100% saturating ANP. AID 1671463. 0.14% of 370,000 active. P16066. activation, % at 10 µM; in the data active = activation above about 40%
TCR-CD3 inh = inhibitors of human TCR-CD3 interaction. TAMRA-labeled TCR probe fluorescence, biochemical. inhibition, % at 9.4 µM. 0.37% of 360,000 active. AID 651800; in the data active = inhibition above about 19%;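 also: recombinant mutant TCR 2C K166C tagged with TAMRA read by polarization; 0% = receptor in buffer alone and 100% = receptor with positive control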
UHRF1 MBD2 ctr = UHRF1 methyl-DNA binding inhibition; Q96T88; UHRF1 binding to methylated oligo, TR-FRET; inhibition, % at 4.4 µM; 0.75% of 370,000 active; in the data active = inhibition above about 21%;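 also: UHRF1 SRA domain binding a hemimethylated CpG hairpin DNA probe; 0% = median of test compound wells and 100% = reference inhibitor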
PRMT1 inh = blocks human protein arginine methyltransferase 1. Q99873. recombinant PRMT1, activity-based probe fluorescence polarization. inhibition, % at 2.79 µM. 1.3% of 370,000 active. AID 652257;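 active = inhibition above about 21% made by adding two undisclosed values, limit read from the data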
SIAE inh = human SIAE inhibition, primary screen; Q9HAT2; SIAE FP-Rh probe binding, fluorescence polarization; inhibition, % at 9.66 µM; 0.69% of 370,000 active;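 active = inhibition above a cutoff: mean of compounds within the control limits plus 3 SD of those, cut at about 17% in these data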;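 also: 0% = plate median of compound wells and 100% = probe without SIAE protein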
The depositor's hits bear a star; · = not tested or not shown. Some of the compounds tested; the hit share may differ from the screen's.

Second line of a record: UHRF1 MBD2 ctr	MBD2 inh	GC-B act	TCR-CD3 inh	mABHD4 FP	HTRA1 inhibitor	PRMT1 inh	SIAE inh	NPR1 activator	rCAG RNA binder
> O=C(c1ccccc1)c1n[nH]c(-c2ccccc2)cc1=O
 : 2	-6	4	-4	-3	8	-4	1	-3	-1
> CCc1ccc(C2=NN(C(C)=O)C(c3ccco3)C2)cc1 (centres undefined)
 : -2	1	-2	3	-7	-6	2	-10	8	-3
> Cc1c(C(=O)Nc2ccc3c(c2)OCO3)sc2ncn(CC(=O)N3CC(C)CC(C)C3)c(=O)c12 (centres undefined)
 : -2	-5	-2	7	2	-4	2	-9	8	2
> CCc1noc(C)c1C(=O)Oc1ccc(N(C)S(=O)(=O)c2ccccc2)cc1
 : 1	3	1	-14	-13	36*	2	5	0	1
> O=C(Nc1cccc(NC(=O)c2cccc(F)c2)n1)c1cccc(F)c1
 : -6	3	3	-3	-24	-31	0	-18	3	0
> COc1cccc(C2C(C(=O)OC(C)C)=C(C)Nc3ncnn32)c1 (centres undefined)
 : 1	-2	0	5	8	-5	-1	-2	-6	-6
> COc1ccc(Nc2nc(N3CCCCC3)nc3ccccc23)c(OC)c1
 : 1	2	-6	7	6	-9	0	6	-6	4
> CC(C)NC(=O)c1csc([C@@H]2O[C@H](CO)[C@H](O)[C@H](O)[C@H]2O)n1
 : 2	1	9	-4	0	·	-2	3	4	2
> CCCCCOC(=O)C1[C@H]2C(=O)N(Cc3cccs3)C[C@]23C=C[C@H]1O3 (some centres undefined)
 : 2	-3	0	3	12	3	1	-3	3	3
> CC12CCCC(CC(=O)O)(C1)NC(=O)C2 (centres undefined)
 : 4	7	-1	0	-4	9	6	-2	-5	2

Overlap with the part before: 2 compounds; new compounds follow.
Second line of a record: UHRF1 MBD2 ctr	MBD2 inh	GC-B act	TCR-CD3 inh	mABHD4 FP	HTRA1 inhibitor	PRMT1 inh	SIAE inh	NPR1 activator	rCAG RNA binder
> CCCCCOC(=O)C1[C@H]2C(=O)N(Cc3cccs3)C[C@]23C=C[C@H]1O3 (some centres undefined)
 : 2	-3	0	3	12	3	1	-3	3	3
> CC12CCCC(CC(=O)O)(C1)NC(=O)C2 (centres undefined)
 : 4	7	-1	0	-4	9	6	-2	-5	2
> COc1ccc(-n2ncc3c(=O)n(Cc4c(F)cccc4Cl)cnc32)cc1
 : -2	0	0	-1	1	-8	0	-11	3	-2
> CCc1nnc(NC(=O)c2ccc(C)o2)s1
 : 1	1	1	3	-4	-11	-7	6	1	-1
> CCOc1ccc(/C=N/NC(=O)c2[nH]ncc2Br)c(O)c1
 : -7	0	-3	5	9	14	0	2	-2	7
> COCCCN(C(=S)Nc1cc(Cl)cc(Cl)c1)C(C)c1ccccn1 (centres undefined)
 : 3	-2	-7	-3	2	-2	2	-2	-10	-1
> Cn1c(C(C#N)C(=O)c2sc3ccccc3c2Cl)nc2ccccc21 (centres undefined)
 : -2	-5	4	5	-4	1	-1	-13	4	8
> CCCCCCNCC(=O)N1CCC(Cc2ccccc2)CC1
 : 7	0	0	4	5	5	0	2	2	0
> Cc1cnc(C(=O)Nc2nc(-c3ccccc3)cs2)cn1
 : -6	4	-5	2	-1	2	0	-3	4	2
> Cc1cc(N2CCN(Cc3ccccc3)CC2)n2nc(C)c(-c3ccccc3)c2n1
 : 0	0	-2	-4	-1	-5	-2	4	8	3
> COc1ccccc1C(=O)NCCCCNC(=O)c1ccccc1OC
 : -1	-5	-2	-2	0	2	3	-2	-7	-4
> CCCCCCCC(=O)NC(Nc1ccc(S(N)(=O)=O)cc1)C(Cl)(Cl)Cl (centres undefined)
 : 0	-4	0	-1	-31	-19	3	-4	1	9
> CC(=O)Nc1ccc(NC(=O)COC(=O)/C(=C/c2ccccc2)n2nnnc2C)cc1
 : 1	7	2	-4	9	1	4	13	3	0
> CCCn1nc(NC(=O)C(C)C)c2cc3cc(OC)ccc3nc21
 : -1	4	1	-5	1	-7	2	1	-5	0
> COc1ccc(/C=C/c2nnc(NC(C)=O)s2)cc1
 : 1	1	-6	-11	0	-2	0	-8	-3	2
> CN(C)S(=O)(=O)c1ccc(NC(=O)N2CCN(c3ccccc3Cl)CC2)cc1
 : 1	1	-1	-2	-3	-1	0	4	3	-5
> O=C(NCC1CCN(C(=O)C(=O)c2cc3ccccc3o2)CC1)c1cc(C(F)(F)F)cc(C(F)(F)F)c1
 : 2	6	-6	-10	-30	·	7	-22	-3	5
> CC[C@H](C)/C=C(C)/C=C/C(=O)Cc1cc(O)c(C)c(O)c1C=O
 : -3	-2	-1	1	17	21	5	4	1	27
> COc1cc(C(=O)NCC(=O)N/N=C(/C)c2cccs2)cc(OC)c1OC
 : -4	-2	1	7	-4	3	-3	-2	-5	-8
> COCCNC(=S)N/N=C(\C)c1cccc([N+](=O)[O-])c1
 : 3	7	1	-4	1	-2	3	0	5	-5
> CN(C)S(=O)(=O)c1ccc(C(=O)NCc2cccs2)cc1
 : 9	-2	5	3	3	-2	1	-1	-1	3
> O=C(COC(=O)c1ccc2ncsc2c1)Nc1cccc(Cl)c1
 : 2	3	-4	-10	-23	-29	33*	-18	-3	4
> Clc1cccc(CNc2nc(-c3ccccn3)nnc2-c2ccccc2)c1
 : 1	5	0	·	28	·	-3	6	2	·
> Cc1ccc(SCCN2CCC(O)CCC2=O)cc1 (centres undefined)
 : -2	1	-4	7	4	5	0	2	1	-3
> CSc1ccc(CN2CCC2(C)C(=O)NC2CCc3ccccc32)cc1 (centres undefined)
 : 0	-4	0	-9	2	·	3	-1	2	1
> Cc1nn(C)cc1CNC(=O)c1cccc(Cl)c1
 : 3	4	-4	-7	-3	2	-1	4	3	-3
> CN(CC(=O)Nc1c(Cl)cccc1Cl)C(=O)C1=COCCO1
 : 2	5	4	-4	6	5	4	-1	1	-2
> CC(=O)CCN1CCSCCS1(=O)=O
 : 0	2	-3	6	4	·	0	0	-1	1
> C=CCN1C(C(=O)OC)CN(Cc2cn(Cc3ccc(F)cc3)nn2)CCS1(=O)=O (centres undefined)
 : 14	5	-2	·	2	·	-6	0	-1	2
> COc1ccc(CCNC(=O)Nc2ccc3c(c2)c(=O)n(C)n3Cc2ccc(F)cc2)cc1OC
 : -2	2	-3	-4	8	·	-2	-2	3	1
> O=C(N/N=C/c1ccco1)c1cc(-c2cccc(Br)c2)nc2ccccc12
 : -4	-2	-1	0	-41	-17	-2	-29	-4	22
> O=C1CN=C(Nc2ccc(Cl)cc2)N1c1ccccc1
 : 2	0	-7	3	-7	4	1	-1	-2	2
> O=C(/C=C/c1cccc([N+](=O)[O-])c1)NCCN1C(=O)S/C(=C\c2ccc(F)cc2)C1=O
 : 4	-7	-2	-12	-14	5	-4	-8	-4	6
> O=C(NCCc1ccc(Cl)cc1Cl)c1cccnc1
 : 1	2	-2	-4	1	-2	-2	2	3	-5
> COc1ccc2c(c1)c(=O)oc1c(C)c(OCc3cc(C(=O)O)oc3C)ccc12
 : 3	2	-3	6	32*	-8	-1	-3	-3	14
> CCOC(=O)c1cccc(NC(=O)CN(c2ccc(C)cc2)S(=O)(=O)c2c(C)noc2C)c1
 : 1	4	-3	-1	-28	-39	-1	-28	-1	5
> Cc1cccc(N2C(=O)CC(SC(=Nc3ccccc3)Nc3ccccc3)C2=O)c1 (centres undefined)
 : 4	7	-2	-12	-14	-45	-4	-7	-6	7
> COCCCNC(=O)c1oc2ccc(S(=O)(=O)N(C)C3CCCCC3)cc2c1C
 : -1	0	1	5	4	0	0	-3	0	-5
> CCOC(=O)C1(Cc2ccccc2)CCN(Cc2ccc3c(c2)OCCO3)CC1
 : -1	-6	4	-4	0	4	-3	2	-3	-7
> COc1ccc(C(=O)O/N=C(\N)c2ccccc2)cc1OC
 : 0	0	-5	1	-9	0	1	-8	5	1
> O=C(CSC1=NCCS1)N1CCOCC1
 : 2	0	-2	4	-7	-1	2	-6	-2	2
> O=C(Nc1cccc(C(F)(F)F)c1)c1cnc2n(c1=O)CCS2
 : 3	3	-2	-3	1	1	4	-1	1	1

Complete entries, looked up by structure. Values in the order: UHRF1 MBD2 ctr | MBD2 inh | GC-B act | TCR-CD3 inh | mABHD4 FP | HTRA1 inhibitor | PRMT1 inh | SIAE inh | NPR1 activator | rCAG RNA binder
O=C(NCCc1ccc(Cl)cc1Cl)c1cccnc1 as listed: 1 | 2 | -2 | -4 | 1 | -2 | -2 | 2 | 3 | -5
O=C(CSC1=NCCS1)N1CCOCC1 as listed: 2 | 0 | -2 | 4 | -7 | -1 | 2 | -6 | -2 | 2
CCOC(=O)C1(Cc2ccccc2)CCN(Cc2ccc3c(c2)OCCO3)CC1 as listed: -1 | -6 | 4 | -4 | 0 | 4 | -3 | 2 | -3 | -7

Arranged by value in GC-B act (rising): 3 of the compounds above.
Structure | GC-B act
COc1ccc(C(=O)O/N=C(\N)c2ccccc2)cc1OC | -5
CCOC(=O)c1cccc(NC(=O)CN(c2ccc(C)cc2)S(=O)(=O)c2c(C)noc2C)c1 | -3
Cc1cccc(N2C(=O)CC(SC(=Nc3ccccc3)Nc3ccccc3)C2=O)c1 (centres undefined) | -2

(next part)
Second line of a record: UHRF1 MBD2 ctr	MBD2 inh	GC-B act	TCR-CD3 inh	mABHD4 FP	HTRA1 inhibitor	PRMT1 inh	SIAE inh	NPR1 activator	rCAG RNA binder
> CC(=O)/C(N=Nc1cc(C)ccc1O)=C(\C)O
 : -5	2	-5	10	13	25	3	8	-2	12
> COc1ccc2cc(C(=O)NCCCN3CCCC3=O)[nH]c2c1
 : 0	3	-4	7	0	3	-2	4	0	-2
> N#CCCn1cc(/C=N/NC(=O)c2ccncc2)c(-c2ccccc2)n1
 : -2	-2	3	2	2	6	0	-1	2	-1
> CCCOc1ccc(C2C(C(=O)/C=C/c3ccco3)=C(O)C(=O)N2CCN2CCOCC2)cc1OC (centres undefined)
 : 1	-2	6	1	12	4	6	3	4	18
> CC(C)(C)c1ccc(C(=O)Nc2ccc(O)c3c(=O)cc(-c4cccc(Cl)c4)oc23)cc1
 : -1	0	6	-7	1	9	2	-1	2	5
> O=C1c2sc3nc4c(c(=O)n3c2C(=O)N1c1ccccc1)CCC4
 : 0	2	-9	4	-5	-2	3	-7	5	3
> COc1ccc(NC(=O)n2ncc3c(C)cccc32)cc1OC
 : -5	-7	-7	-1	-3	-9	1	17*	-5	2
> COc1ccc(-c2nc(CSCC(=O)NC3CCN(Cc4ccccc4)CC3)c(C)o2)cc1OC
 : -1	5	-4	1	-6	0	1	-7	-2	-8
> Cc1onc(-c2c(Cl)cccc2Cl)c1C(=O)N1CCc2ccccc21
 : 1	2	-2	0	5	-6	-1	-4	-2	-4
> N#CCCN(Cc1cccnc1)C(=S)NC(=O)c1ccco1
 : 0	-3	-5	1	2	8	6	-6	7	-1

Records above printed as active in PRMT1 inh:
structure	UHRF1 MBD2 ctr	MBD2 inh	GC-B act	TCR-CD3 inh	mABHD4 FP	HTRA1 inhibitor	PRMT1 inh	SIAE inh	NPR1 activator
O=C(COC(=O)c1ccc2ncsc2c1)Nc1cccc(Cl)c1	2	3	-4	-10	-23	-29	33*	-18	-3
